Wnt bcat act: Wnt/beta-catenin pathway activation; Wnt/beta-catenin reporter cell assay, activator, plate reader; activation, % at 9.35 µM; actives 1.2% (n = 300,000); AID 743398; in the data active = activation above about 30%, passing the limit was not always enough; inconclusive = no clear call, values can overlap the other calls;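 also: 0% = neutral control wells and 100% = positive control wells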
Arr AP2 block: human beta-arrestin and AP2 interaction inhibition. inhibition, % at 10 µM. actives 0.31% (n = 340,000). FITC-arrestin peptide / GST-AP2 beads, flow cytometry; AP2 beta2 appendage carries R879A mutation. AID 504490;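 active = inhibition above a set limit, near 3 SD of compounds lacking own fluorescence, cut at about 54% in these data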;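 also: plate controls were DMSO wells for no effect and 5 µM unlabelled arrestin peptide for full effect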
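System: GST-tagged AP2 beta2-adaptin appendage (R879A) on 4 µm glutathione beads / Reagent: FITC-arrestin peptide, 50 nM / Detection: HyperCyt-sampled flow cytometry, FL1 channel, ex 488/em 535 nm / Timing: 12 min plus 1 h, RT / Buffer or medium: PBS plus Tween 20 (0.05%) and BSA (0.1%)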
V-ATPase pHluor: yeast V-ATPase proton transport regulation by pHLuorin. S. cerevisiae, pHLuorin cytosolic pH fluorescence. response, % at 10 µM. actives 0.37% (n = 350,000); in the data active = response mostly above about 7.3%, no sharp cut-off; inactive = mostly below about 5.4%; also: actives read high; inactives centre near 0; some compounds called inactive have numbers as strong as hits; reference of the scale not given here
Keap1 Nrf2 FP: Keap1-Nrf2 (human) interaction inhibition. Keap1 Kelch-Nrf2 peptide fluorescence polarization, 1536-well. inhibition, % at 9.4 µM. actives 0.15% (n = 340,000); in the data active = inhibition above about 12%; inconclusive = no clear call, values can overlap the other calls; inactive = below about 7.3%;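 also: human Keap1 Kelch domain with fluorescein labeled Nrf2 9mer peptide probe; 0% = neutral control wells and 100% = peptide positive control; higher means more block of Keap1 binding to Nrf2 peptide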
Target sequence (Q14145 whole entry, looked up, the tested form may be a part): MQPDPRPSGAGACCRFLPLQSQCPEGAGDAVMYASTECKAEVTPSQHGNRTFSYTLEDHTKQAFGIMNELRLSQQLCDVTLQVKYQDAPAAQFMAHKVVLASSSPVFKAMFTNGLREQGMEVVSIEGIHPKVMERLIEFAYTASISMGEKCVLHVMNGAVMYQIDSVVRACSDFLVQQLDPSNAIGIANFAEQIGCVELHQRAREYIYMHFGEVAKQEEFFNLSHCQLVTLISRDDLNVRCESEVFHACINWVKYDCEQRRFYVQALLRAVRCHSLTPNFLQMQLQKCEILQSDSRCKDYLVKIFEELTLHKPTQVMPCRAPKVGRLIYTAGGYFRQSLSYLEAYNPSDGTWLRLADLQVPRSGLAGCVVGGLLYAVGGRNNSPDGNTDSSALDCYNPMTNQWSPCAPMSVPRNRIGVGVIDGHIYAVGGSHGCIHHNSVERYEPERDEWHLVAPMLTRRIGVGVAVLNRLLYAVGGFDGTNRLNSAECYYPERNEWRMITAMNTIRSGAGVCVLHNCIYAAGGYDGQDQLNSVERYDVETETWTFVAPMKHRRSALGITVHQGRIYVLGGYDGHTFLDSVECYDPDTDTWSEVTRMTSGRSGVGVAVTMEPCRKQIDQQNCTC
RTF Ca sens inh: cardiac RTF calcium desensitization | P19429+P45379 | IANBD-labeled cardiac RTF, Ca2+ fluorescence | inhibition, % at 7.15 µM | actives 0.12% (n = 340,000);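 active = inhibition above the mean inhibition of all tested compounds plus 3 SD, cut at about 17% in these data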;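 also: assay run at fixed EC70 calcium of 1.6 mM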
LANA DNA inh: KSHV C-LANA DNA binding inhibition; actives 0.078% (n = 340,000); inhibition, % at 9 µM; AID 504423; MBP-C-LANA/FAM-LBS DNA binding, fluorescence polarization;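 active = highest replicate inhibition at or above 60% at 9 µM, even if other replicates fall short; inactive = all replicates below 60% inhibition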;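 also: 0% = neutral control wells and 100% = 4 µM acridine orange control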
DSG3 Ab inh: human desmoglein-3 autoantibody binding inhibition. binding (percent of control), % at 10 µM. DSG3-coupled beads, scFv-anti-DSG3-GFP binding, flow cytometry; active compounds read low. AID 588358. P32926. actives 0.48% (n = 310,000);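 active = binding more than 3 SD below its plate's average and above zero; inconclusive = below that plate limit but binding exactly zero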;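 also: hits lower antibody fragment binding to DSG3; some compounds called inactive have numbers as strong as hits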
MOR-DOR inv ag: mu-delta opioid heterodimer inverse agonism; P35372+P41143; cell-based MOR-DOR heterodimer luminescence; inhibition, % at 9.3 µM; actives 0.21% (n = 340,000); AID 504357; in the data active = inhibition above about 22%, passing the limit was not always enough;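 also: 0% = cells with DMSO and 100% = wells without cells with DMSO; values of inactives mirror those of a sister screen read the other way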
cardiac RTF act: increases calcium sensitivity of human cardiac regulated thin filaments; P19429+P45379; IANBD-labeled TnC RTF fluorescence at EC20 calcium; 0% EC20 calcium, 100% full calcium; activation, % at 7.2 µM; actives 0.24% (n = 340,000); AID 493008;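 active = activation above the mean over all tested compounds plus 3 SD, cut at about 30% in these data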;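 also: rise in fluorescence read as greater calcium sensitivity of cardiac thin filaments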
OPRM1-OPRD1 ag: agonists of human mu-delta opioid receptor heterodimerization; AID 504326; actives 0.3% (n = 340,000); activation, % at 9.3 µM; cells, OPRM1-OPRD1 heterodimerization, luminescence; P35372+P41143; in the data active = activation above about 18%;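 also: 0% = vehicle-treated cells and 100% = reference agonist; values of inactives mirror those of a sister screen read the other way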
The depositor's hits bear a star; ? = inconclusive; · = not tested or not shown.

SMILES | Wnt bcat act | Arr AP2 block | V-ATPase pHluor | Keap1 Nrf2 FP | RTF Ca sens inh | LANA DNA inh | DSG3 Ab inh | MOR-DOR inv ag | cardiac RTF act | OPRM1-OPRD1 ag
CC[C@]12c3[nH]c4ccc(OC)cc4c3CCN1C(=O)C(CC(=O)NCc1cccc(C(F)(F)F)c1)C[C@@H]2C(=O)N1CCN(C(=O)c2ccco2)CC1 (some centres undefined) | -2 | -1 | -1 | 1 | -4 | -1.5 | 100 | 12 | -4 | -2.3
COC(=O)c1c(O)c2c([nH]c1=O)CCCC2 | · | 11 | -2 | 0 | 4 | 0.3 | 117 | 9 | -6 | -1.6
CC/C(C)=N/Nc1nc(-c2cc3cccc(OC)c3oc2=O)cs1 | 27 | 34 | -3 | 3 | · | -0.6 | 99 | · | · | ·
COc1ccc(C(C(=O)NC(C)(C)C)N(C(=O)CNC(=O)c2cccs2)c2ccc(NC(C)=O)cc2)cc1OC (centres undefined) | -2 | 36 | 2 | 0 | -4 | 1.1 | 100 | 9 | -3 | -1.9
Cc1ccc(NC(=O)CSc2nnc(Cc3cccn3C)n2-c2ccc(F)cc2)c(C)c1 | -5 | -2 | 1 | -2 | 1 | 1.7 | 107 | 10 | 1 | -1.9
NC(=O)c1ccsc1NC(=O)CS(=O)(=O)c1ccccc1 | 1 | -15 | -1 | · | -5 | · | 102 | 17 | 5 | -3.2
Nc1ccccc1C(=O)Nc1nccs1 | 28 | -1 | 6 | -5 | -5 | 0.4 | 102 | 10 | -3 | -2.1
CCOC(=O)C1CCCN(CC(=O)/C=C2/N(C)c3ccccc3C2(C)C)C1 (centres undefined) | · | 17 | 2 | -5 | 7 | -0.3 | 134 | 0 | -4 | 0.1
Cn1cc(Cl)cc(C(=O)Nc2ccccc2)c1=O | 21 | 2 | 0 | 5 | -8 | -1.0 | 97 | -8 | 1 | 1.7
COc1ccc(-c2cc(C(=O)Nc3ccc(S(=O)(=O)Nc4ncccn4)cc3)c3ccccc3n2)cc1 | 3 | -4 | 5 | -5 | -3 | -1.2 | 97 | 11 | -3 | -2.0
O=C(NC1CCCC1)C(c1ccccc1F)N(C(=O)c1csnn1)c1ccccc1 (centres undefined) | -2 | 18 | -4 | 1 | 0 | 0.8 | · | 2 | -5 | -0.3
C#CCNC(=O)C1=C[C@@H](c2coc3ccccc3c2=O)C[C@@H](OCCCCO)O1 | -1 | 30 | 0 | -2 | 1 | -1.1 | 93 | 0 | 3 | 0.0
C=CCN(C(=O)CCC(=O)O)C1CC(=O)N(c2ccc(OC)cc2)C1=O (centres undefined) | · | -3 | 3 | 1 | -11 | -1.3 | 104 | 11 | -2 | -1.9
O=C(C1CCCN(S(=O)(=O)c2cccs2)C1)N1CCN(C2CCCCC2)CC1 (centres undefined) | 16 | 9 | 9 | 1 | 2 | -5.0 | 106 | 2 | -6 | -0.6
COc1cc(C)ccc1OCc1cc(C(=O)NC(C)Cn2cncn2)no1 (centres undefined) | 19 | 16 | -1 | 1 | 1 | -1.2 | 99 | 13 | -6 | -1.9
COc1cc(NC(=O)COC(=O)c2ccc([N+](=O)[O-])s2)cc(OC)c1OC | 1 | 29 | -6 | -2 | -6 | 0.3 | 97 | 3 | -4 | -0.8
Cc1nc(-c2ccccc2)sc1C(=O)CSc1ccc(Cl)cc1 | · | 21 | 3 | -1 | -10 | -2.9 | 101 | 4 | 5 | -0.7
Cc1ccnc(NC(=O)Nc2ccc(F)cc2)c1 | · | -3 | 4 | -3 | 4 | 0.6 | 92 | 2 | 3 | -0.4
O=C(Cc1ccc(-n2cccc2)cc1)NCc1ccccc1Cl | · | 18 | 0 | -4 | -11 | 0.8 | 100 | 2 | 8 | -0.4
O=C(NCCc1nc(-c2ccccc2)cs1)c1ccc(Br)cc1 | · | 7 | -4 | -2 | 1 | -0.9 | 96 | 8 | 5 | -1.5
CCOC(=O)NC(=O)/C(C=Nc1ccc(Cl)c(Cl)c1Cl)=C(\C)O | 0 | 49 | -4 | -1 | -12 | -1.6 | 96 | 16 | -3 | -3.2
COc1ccc(S(=O)(=O)N2CCN(C(=O)c3cccc(Cl)c3)CC2)cc1 | · | 0 | -4 | -1 | 6 | 0.5 | 113 | 2 | 1 | -0.4
CN(CCOc1ccc(Cl)cc1)c1ccc(S(=O)(=O)N2CCCCC2)cn1 | -1 | -2 | 0 | 3 | -4 | -1.2 | 102 | 15 | -5 | -2.8
COc1ccc(-n2c(CCC(=O)O)ccc2-c2ccc(F)cc2)c(OC)c1 | 6 | 10 | -2 | 1 | 1 | -3.5 | 98 | 18 | -6 | -4.1
CC(C)(C)c1ccc(C(=O)NCCC(=O)Nc2ccc3c(c2)OCCO3)cc1 | 0 | 7 | -3 | 3 | 1 | -1.3 | 100 | -3 | -6 | 0.5
COc1ccc(C(=O)N/C(=C\c2cc(OC)c(OC)cc2[N+](=O)[O-])C(=O)NCCO)cc1 | 4 | -7 | 0 | -3 | -10 | -2.1 | 102 | 9 | -3 | -1.7
CCOC(=O)c1c(C)[nH]c(C(=O)CSc2nnc(-c3cccs3)n2Cc2ccccc2)c1C | -6 | -11 | 0 | -6 | 0 | -1.0 | · | -27 | 0 | 4.7
COC(=O)c1ccc(N=Cc2c(C(F)(F)F)[nH][nH]c2=O)cc1 | -11 | 22 | 2 | 2 | 0 | -0.2 | 95 | 18 | 0 | -3.8
COc1cccc(CNC(=O)CCC(=O)N2Cc3cccc(OC)c3Oc3ncccc32)c1OC | -4 | -16 | 3 | -3 | -4 | -1.0 | 96 | 18 | 2 | -3.5
COC(=O)c1nnn(-c2nonc2N)c1CSc1nnc(N)s1 | -1 | 13 | 1 | 2 | -1 | 0.5 | 92 | 2 | -3 | -0.4
CN1CCCN(S(=O)(=O)c2ccc3ccccc3c2)CC1 | 1 | 3 | 4 | 0 | -19 | 0.7 | 108 | 9 | 1 | -1.8
COc1cc(CNc2ccc(NC(C)=O)cc2)ccc1OCc1ccccc1C | 17 | 2 | 4 | -1 | -11 | -0.6 | 101 | 9 | 1 | -1.6
COc1cc(SC)ccc1C(=O)N1CCN(c2ccccc2OC)CC1 | 8 | 7 | 1 | -2 | 11 | -0.9 | 98 | 19 | 0 | -3.9
Cc1cccc(-n2cnc3c(c2=O)c2nc4ccccc4nc2n3Cc2ccco2)c1 | -2 | 2 | -4 | -5 | -6 | -0.1 | 107 | 22 | 1 | -5.3
CCOc1ccccc1NC(=O)C1CCCN1S(=O)(=O)c1ccccc1C(F)(F)F (centres undefined) | -2 | 1 | 1 | -3 | -5 | -2.0 | · | 0 | -3 | 0.0
CCOC(=O)c1c(C)nc(SCC(N)=O)c(C#N)c1-c1ccccc1 | · | -4 | -4 | 2 | -3 | -1.8 | 103 | 7 | -4 | -1.3
COc1ccc(OCCOCCOc2ccc(C)cc2[N+](=O)[O-])cc1 | · | -8 | 1 | -3 | 0 | 0.1 | 100 | 3 | 0 | -0.7
Cc1cc(C)c(C#N)c(SCC(=O)c2ccc(Cl)cc2Cl)n1 | -7 | -3 | 0 | -3 | -7 | 0.3 | 90 | -21 | -2 | 3.7
CC1CC(C)CN(S(=O)(=O)CC23CCC(CC2=O)C3(C)C)C1 (centres undefined) | -3 | 4 | 1 | -3 | -13 | 0.7 | 98 | -13 | 11 | 1.6
N/C(Cc1nc(-c2ccc(F)cc2)cs1)=N\O | 23 | 8 | -3 | -1 | · | -1.8 | 95 | · | · | ·
COc1cccc(C2c3[nH]c4ccccc4c3CCN2CCCn2cccn2)c1 (centres undefined) | -1 | 0 | -1 | -7 | -4 | -0.7 | 103 | 13 | 5 | -2.4
CC(C)c1nc(NCc2ccccc2)c(C#N)c2c1CCCC2 | · | 8 | 4 | -2 | -6 | 0.5 | 60 | -18 | 6 | 3.3
O=C(/C=C/c1ccccc1)N(c1ccccn1)C1CCCCC1 | · | 24 | -5 | -2 | -1 | -1.5 | 94 | 12 | 8 | -2.0
O=C(COc1ccc(-c2nnco2)cc1)N1CCOCC1 | -3 | 1 | 15* | 3 | 4 | 0.8 | 99 | 8 | -9 | -1.5
COc1ccc(CN(C)Cc2ccccc2)c(OC)c1OC | -1 | -12 | 3 | -3 | 0 | 3.3 | 102 | 9 | 0 | -1.4
Oc1ccc(CN2CCc3ccccc3C2)c2cccnc12 | · | 17 | 0 | -3 | -7 | 0.6 | 96 | -8 | 3 | 1.7
C=C1C(=O)O[C@@H]2[C@H]3O[C@]3(C)CC/C=C(\C)CC[C@@H]12 | -8 | 8 | 10 | -23 | 7 | 3.0 | 112 | -4 | 7 | 0.7
COC(=O)CNC(=O)C(NC(=O)c1ccc(Cl)cc1)C(C)C (centres undefined) | · | -3 | 6 | -3 | 6 | 0.2 | 99 | 12 | 0 | -2.0
COC(=O)c1nnn(CC(=O)NC(=O)Nc2cccc(C)c2C)c1C(=O)OC | · | 33 | 1 | -1 | 2 | 4.3 | 98 | 9 | -1 | -1.8
COc1cccc(N2CCN(CC(=O)NCc3ccccc3)CC2)c1 | -1 | -5 | -1 | -2 | -5 | 1.2 | 115 | 12 | 2 | -2.4
O=C(O)CC(Cc1ccc(Br)cc1)C(=O)Nc1ccccc1 (centres undefined) | 1 | 4 | -2 | -6 | -22 | -0.3 | 94 | 4 | -4 | -1.0
COc1ccc(-c2nnc3ccc(SC)nn23)cc1 | · | -8 | -6 | 4 | -10 | 0.6 | 98 | 1 | -5 | -0.2
COc1ccc(N=c2cc(-c3ccc(O)cc3)oc3ccccc23)cc1 | ? | 0 | 0 | -2 | -13 | -1.2 | 108 | -63 | -4 | 9.2
O=C(OCC(=O)N1CCc2ccccc21)c1ccccn1 | 0 | 20 | -1 | -1 | -1 | -2.1 | 97 | 2 | 3 | -0.4
CC(C#N)Sc1nnc(Nc2ccccc2)s1 (centres undefined) | -1 | 17 | -1 | -1 | 5 | -0.9 | 104 | 13 | 1 | -2.5
O=C(NCC1OCCc2ccccc21)c1ccc(NC(=O)c2ccccc2Cl)cc1 (centres undefined) | · | 8 | 1 | -1 | 14 | 1.3 | 124 | 3 | 0 | -0.6

Part of the list above in order of formula weight, lowest first:
SMILES | Wnt bcat act | Arr AP2 block | V-ATPase pHluor | Keap1 Nrf2 FP | RTF Ca sens inh | LANA DNA inh | DSG3 Ab inh | MOR-DOR inv ag | cardiac RTF act | OPRM1-OPRD1 ag
COc1ccc(-c2nnc3ccc(SC)nn23)cc1 | · | -8 | -6 | 4 | -10 | 0.6 | 98 | 1 | -5 | -0.2
O=C(OCC(=O)N1CCc2ccccc21)c1ccccn1 | 0 | 20 | -1 | -1 | -1 | -2.1 | 97 | 2 | 3 | -0.4
COC(=O)c1nnn(CC(=O)NC(=O)Nc2cccc(C)c2C)c1C(=O)OC | · | 33 | 1 | -1 | 2 | 4.3 | 98 | 9 | -1 | -1.8

Screening results as filed in PubChem BioAssay.
